Compound activity: PubChem BioAssay, National Center for Advancing Translational Sciences (NCATS)
Giardia kill: Giardia lamblia killing | Giardia lamblia trophozoite viability | activity change, % at 7.66 µM, hits read low | 0.15% of 340,000 active | AID 540267; in the data active = activity change below about -80%; inconclusive = between about -30% and that limit;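 also: parasites exposed to compound for two days anaerobically before the ATP read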
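Each well holds 100 Giardia trophozoites and compound. After two days (48 hrs) at 37 deg C in anaerobic conditions, ATP is quantified by luminescence.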
PKM2 act: PKM2 (human) enzyme activation; Potency, µM (titrated, usually from 57.5 µM), inactives show top-dose activation, hits mostly activators; P14618; purified PKM2, Kinase-Glo ATP luminescence, activation; response scale: 0% is enzyme alone, no compound; 0.34% of 260,000 active; also: potency is read from the fitted curve at half-maximal effect; nearly all actives have a fitted effect of over 55% in size
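Kinase-Glo luminescence reports ATP generated from ADP (0.1 mM) and PEP (0.5 mM) by purified hPK-M2 after 1 h at room temperature, pH 7.2 imidazole buffer; intermediate enzyme activity allows detecting inhibitors and activators.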
GALK inhibitor: galactokinase (human) inhibition; P51570; Purified GALK, Kinase-Glo residual ATP luminescence; Potency, µM (titrated, usually from 57.5 µM), for inactives: top-dose activity change, negative = inhibition, hits mostly inhibitors; 0.007% of 270,000 active; AID 1868; also: potency is read from the fitted curve at half-maximal effect
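Quantitative HTS: GALK 5 nM, ATP 35 uM, galactose 100 uM, 1 h room temperature, then luciferase-based ATP detection.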
Chronic BCR inh: inhibitors of chronic active B-cell receptor signaling | ABC-DLBCL IkBa-CBG/CBR reporter, luminescence ratio, 4 h | AID 493014 | Potency, µM (highest dose often 46.1 µM), inactives show at the highest dose ratio change, negative = lower green/red ratio, hits mostly inhibitors | 0.05% of 340,000 active; active = well fitted inhibition curve with a large enough effect in the signal ratio, with a control signal flat, not every such curve was filed as active; inconclusive = small, poorly fitted or top-dose-only effect, or effect the other way, or a change in a side signal; the % refers to the signal ratio;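 also: potency is read from the fitted curve at half-maximal effect; plate controls were basal doxycycline-induced cells for no effect and cells given 10 µM MG132 for full effect; MG132 reads +100%, hits lower the ratio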
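TMD8 human ABC-DLBCL cells with doxycycline-inducible IκBα–green luciferase fusion and unfused red luciferase, in 0.5% FBS medium; compounds up to 46 uM, 4 h at 37C. Green/red luminescence ratio, filter-overlap corrected, fitted to concentration-response curves.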
hERG WT inh: KCNH2 (human, wildtype) channel inhibition | 0.37% of 340,000 active | U2OS, BacMam KCNH2, thallium flux FluxOr; active compounds read low | activity change, % at 1.84 µM | Q12809;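 active = maximum activity change below -70%; inconclusive = maximum activity change between -70% and -50%; inactive = maximum activity change above -50%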
Target sequence (Q12809 whole entry, looked up): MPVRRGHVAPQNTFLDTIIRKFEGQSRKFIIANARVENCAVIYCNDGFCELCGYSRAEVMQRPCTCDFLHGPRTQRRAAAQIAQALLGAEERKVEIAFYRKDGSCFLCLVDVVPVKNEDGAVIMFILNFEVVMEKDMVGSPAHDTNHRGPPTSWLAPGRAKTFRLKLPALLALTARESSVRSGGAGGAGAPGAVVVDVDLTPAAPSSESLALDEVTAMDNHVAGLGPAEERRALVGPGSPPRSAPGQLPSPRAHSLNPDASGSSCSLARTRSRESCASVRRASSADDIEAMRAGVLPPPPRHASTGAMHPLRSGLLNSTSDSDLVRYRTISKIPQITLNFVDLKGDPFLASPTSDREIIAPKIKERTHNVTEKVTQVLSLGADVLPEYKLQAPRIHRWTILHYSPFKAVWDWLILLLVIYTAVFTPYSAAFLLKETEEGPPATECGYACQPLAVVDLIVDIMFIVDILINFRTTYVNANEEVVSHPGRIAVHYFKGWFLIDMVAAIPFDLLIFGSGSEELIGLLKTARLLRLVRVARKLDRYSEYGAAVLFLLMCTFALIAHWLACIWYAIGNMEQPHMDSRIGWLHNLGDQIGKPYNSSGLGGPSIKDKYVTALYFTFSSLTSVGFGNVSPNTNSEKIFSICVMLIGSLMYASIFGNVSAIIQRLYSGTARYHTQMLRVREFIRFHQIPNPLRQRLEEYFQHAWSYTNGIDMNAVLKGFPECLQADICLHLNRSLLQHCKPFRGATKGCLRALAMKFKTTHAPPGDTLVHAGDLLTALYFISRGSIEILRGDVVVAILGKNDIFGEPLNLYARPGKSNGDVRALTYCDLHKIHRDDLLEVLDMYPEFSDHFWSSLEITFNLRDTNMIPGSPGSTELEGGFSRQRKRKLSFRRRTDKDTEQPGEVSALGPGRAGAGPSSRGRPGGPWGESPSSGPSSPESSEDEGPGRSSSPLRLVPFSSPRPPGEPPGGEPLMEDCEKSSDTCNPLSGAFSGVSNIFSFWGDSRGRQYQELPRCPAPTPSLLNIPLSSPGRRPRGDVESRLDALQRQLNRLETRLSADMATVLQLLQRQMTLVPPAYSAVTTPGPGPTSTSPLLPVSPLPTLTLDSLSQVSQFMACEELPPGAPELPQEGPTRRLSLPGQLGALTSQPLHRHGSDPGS
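U2OS cells transduced with wild-type KCNH2 virus are loaded with FluxOr dye for 45 min, and thallium flux is measured in kinetic reads before and after stimulation buffer. Rate constants are normalized to DMSO controls.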
USP2a inh: USP2a (human) protease inhibition; AID 463254; USP2 core, Ub-CHOP2 coupled fluorogenic reporter, 485/531; Potency, µM (highest dose often 38.3 µM), for inactives: at the highest dose activity change, negative = inhibition, usual class: inhibitors; 0.01% of 330,000 active;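 also: potency is read from the fitted curve at half-maximal effect; plate controls were DMSO wells for no effect and full inhibition by NEM control for full effect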
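USP2 core (10nM final) preincubated 30min RT with compound in 20mM Tris-HCl pH 8.0, 2mM CaCl2, 2mM beta-mercaptoethanol, 0.05% CHAPS; 25nM Ub-CHOP2 plus 25nM reporter substrate added, fluorescence (Ex485/Em531) read after 60min.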
FBPA coupling cs: counter-screen for Giardia aldolase inhibitors: coupling enzyme system. coupling enzyme system counterscreen, AmpLite Red fluorescence. activity change, negative = inhibition, % at 58.2 µM, hits read low. 0.67% of 290,000 active. AID 2472; in the data active = activity change below about -30%
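Activity here indicates interference with the coupling reaction, not aldolase inhibition. Compounds at 57.5 uM final met coupling enzymes for 10 min at RT; substrate and AmpLite Red detection followed, with a 525/598 nm fluorescence read after 20 min.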
B2AR arrestin: recruits beta-arrestin to the human beta2-adrenergic receptor | P07550 | Potency, µM (top dose mostly 46.1 µM), without a hit: at the top dose activation, most hits filed as activators | 0.02% of 330,000 active | beta-arrestin recruitment to beta2AR, cell-based reporter;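 also: potency is read from the fitted curve at half-maximal effect; 0% = DMSO controls and full agonism = EC100 isoproterenol or metaproterenol; nearly all actives have a fitted effect of over 65% in size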
KCNH2 3.1 inh: KCNH2 3.1 (human) potassium channel inhibition. U2OS KCNH2 3.1, thallium flux FluxOr; active compounds read low. activity change, % (tested at about 1.8 µM). 0.95% of 340,000 active. AID 720553;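 active = maximum activity change below -70%; inconclusive = maximum activity change from -70% to -50%; inactive = maximum activity change above -50%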;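 also: thallium influx rate constant from kinetic fluorescence after stimulation buffer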
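Normalized rate constant (relative to positive and negative DMSO controls) derived from a 2 min kinetic fluorescence read after stimulation; U2OS cells expressing the 3.1 isoform via virus at 1.77 x 10^8 /mL.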
Eya2 inh: Eya2 (human) phosphatase inhibition | 0.006% of 330,000 active | recombinant Eya2, OMFP fluorescence dephosphorylation (OMFP is methylfluorescein phosphate) | O00167 | Potency, µM (top dose mostly 76.9 µM), without a hit: top-dose activity, negative = inhibition, most hits filed as inhibitors; also: potency is read from the fitted curve at half-maximal effect
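Eya2 protein (added as 0.2 uM solution) was preincubated with compound for 10 min at ambient temperature in 50 mM HEPES pH 7.5, 50 mM NaCl, 5 uM MgCl2, 0.05% BSA, 1 mM DTT. OMFP (added at 50 uM) then reacted 10 min; fluorescence read at 485/525 nm.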
uPA generation: inhibitors of cell surface uPA generation | cell surface uPA generation assay, qHTS | Potency, µM (doses to about 38.3 µM), for inactives: at the highest dose activity change, negative = inhibition, hits mostly inhibitors | 0.31% of 330,000 active | AID 540303; active = well fitted inhibition curve with a large enough effect; inconclusive = small, poorly fitted or top-dose-only effect; inactive = no such curve, though single readings can be large or run the other way; tested in mouse RAW 264.7 cells; also: potency is read from the fitted curve at half-maximal effect; nearly all actives have a fitted effect of over 55% in size
An asterisk follows results filed as active; u = inconclusive; x = no result given; [ ] = dose if it differs, or a comment. Unless noted, calls follow the shape of the dose curve; as a rule, active = well fitted curve in the direction sought with a large enough effect; inconclusive = small, poorly fitted or top-dose-only effect, or another doubt; inactive = no such curve, though single readings can be large; an effect the other way counts as inactive or inconclusive. Unless noted, % is scaled to controls: 0 for no effect and ±100 for the full control effect.

| cpd | smiles | Giardia kill | PKM2 act | GALK inhibitor | Chronic BCR inh | hERG WT inh | USP2a inh | FBPA coupling cs | B2AR arrestin | KCNH2 3.1 inh | Eya2 inh | uPA generation |
| --- | --- | --- | --- | --- | --- | --- | --- | --- | --- | --- | --- | --- |
| 1 | COC(=O)c1cn(C(C)C(=O)NCc2ccco2)c2ccccc12 (configuration not stated) | -4.1 | -1.0% | 0.9% | u | -13.2 | -0.4% | -0.7 | 0.4% | 6.8 | 5.8% | -2.8% |
| 2 | COc1cccc(CN2CCNC(=O)C2CC(=O)NCCc2nc(C)c(C)s2)c1OC (configuration not stated) | 23.1 | -7.6% | 5.5% | 5.2% | x | 2.3% | -4.1 | -0.3% | 4.1 | -7.6% | 7.8% |
| 3 | Cc1cc(C)nc(N2CCCC(C(=O)NCCc3ccccc3F)C2)n1 (configuration not stated) | 3.2 | -6.5% | -0.9% | -0.1% | -1.2 | -0.3% | -2.3 | 0.4% | 4.1 | -9.7% | x |
| 4 | CC(C)Nc1ccc(C(CC(N)=O)NC(=O)Cc2ccc(Cl)cc2)cc1[N+](=O)[O-] (configuration not stated) | -14.9 | 3.4% | 6.8% | -10.8% | 2.2 | -0.4% | 4.1 | -0.1% | -13.3 | -0.4% | u |
| 5 | Cc1cc(C(=O)CSc2cccc[n+]2[O-])c(C)n1-c1ccc(OC(F)F)cc1 | 10.5 | -2.1% | 0.8% | -0.2% | 0.3 | 3.2% | 0.7 | 0.1% | 4.0 | 10.0% | -9.4% |
| 6 | CN(C)c1cc[n+](CC(=O)Nc2cccc([N+](=O)[O-])c2)cc1 | 2.6 | -0.4% | 3.8% | -0.4% | 0.2 | 0.1% | -0.4 | 0.2% | -14.3 | 1.6% | -5.6% |
| 7 | O=C(CNC1CCCCC1)NCC1(c2ccccc2)CCCC1 | -12.0 | 1.2% | 2.5% | 5.2% | 17.1 | -1.1% | 15.0 | 0.2% | 14.7 | 2.0% | -3.8% |
| 8 | COc1ccc(NC(=O)c2cccnc2)c([N+](=O)[O-])c1 | 4.8 | 12.1% | 1.6% | -13.0% | -11.3 | -13.5% | -6.6 | -0.3% | -2.5 | 3.6% | -15.2% |
| 9 | CCn1cc(CN2CCCC(CNS(=O)(=O)c3ccc(OC)cc3)C2)cn1 (configuration not stated) | 9.4 | 4.7% | -0.4% | 1.6% | 1.6 | -1.8% | 0.1 | -0.2% | x | -11.5% | -0.3% |
| 10 | Cc1cc(=O)[nH]c(SCCCOc2ccc3c(c2)CCC3)n1 | -6.2 | 2.1% | -0.1% | u | -16.2 | -9.0% | 0.5 | -1.6% | -6.1 | 5.2% | x |
| 11 | O=S(=O)(NCc1ccccc1)c1ccc(Br)c2nsnc12 | -5.6 | 6.8% | x | 7.7% | -17.0 | 6.3% | -13.1 | -0.7% | 3.4 | -22.4% | 1.7% |
| 12 | CC1=C(C(=O)N2CCCC(N3CCN(c4ccccc4F)CC3)C2)OCCO1 (configuration not stated) | -8.0 | -7.6% | -0.8% | -2.4% | -3.0 | 2.3% | x | 0.0% | -21.8 | 0.8% | -2.7% |
| 13 | COc1ccccc1CN1CCCC(N2CCN(c3ccc(F)cc3)CC2)C1 (configuration not stated) | 21.7 | 0.6% | 3.7% | 0.5% | 34.8 | 1.5% | 0.3 | 0.2% | -8.8 | 7.6% | -4.6% |
| 14 | Cn1c(Cc2cccc3ccccc23)nnc1SCC(=O)N1CCN(c2ccccc2)CC1 | 35.7[activator] | u | -1.6% | 1.0% | -1.7 | 0.3% | 0.2 | 0.0% | -10.5 | 0.5% | 0.1% |
| 15 | CCc1ccc(C2=NN(CCC(=O)NC3CC3)C(=O)CC2)cc1 | x | 0.9% | -0.2% | u | x | 5.0% | 1.4 | -0.5% | x | -3.1% | x |
| 16 | CN(C)c1ccc(-c2nn3c(-c4cccnc4)nnc3s2)cc1 | -3.3 | 8.1% | -2.2% | u | 8.6 | 1.2% | 0.2 | -0.4% | 0.8 | -17.1% | x |
| 17 | Cc1cccc(CNc2ccc(C(CC(N)=O)NC(=O)Cc3cccc4ccccc34)cc2[N+](=O)[O-])c1 (configuration not stated) | 1.2 | -0.8% | -4.3% | 5.4% | 0.2 | -2.1% | -2.5 | 0.0% | -2.4 | -0.3% | 2.1% |
| 18 | Cc1cc(C)c2nc(N3CCC(C(=O)N4CCN(c5ncccn5)CC4)CC3)sc2c1 | -10.4 | 5.6% | 2.3% | -9.7% | 10.2 | 0.0% | 0.8 | 0.2% | -1.1 | -0.7% | 12.1% |
| 19 | Cc1noc(C)c1COc1ccc(C(=O)OCC(=O)NCc2ccccc2Cl)cc1 | -10.3 | 5.5% | -0.4% | u | 0.5 | 2.3% | 1.3 | -0.5% | -7.6 | 0.3% | -5.0% |
| 20 | O=c1oc2cc(Oc3ccc(C(F)(F)F)cc3[N+](=O)[O-])ccc2c2c1CCC2 | 1.9 | -1.0% | -2.3% | -8.9% | 2.7 | 5.8% | -0.8 | -0.4% | -5.5 | 1.8% | -2.6% |
| 21 | Cc1ccc(OCCOCCn2ccnc2)c(Br)c1 | 2.3 | -2.0% | -1.3% | u | -6.9 | 4.6% | 2.5 | -0.3% | -1.8 | -11.1% | 1.7% |
| 22 | COCCN(C(=O)CN1CCc2ccccc21)c1c(N)n(Cc2ccccc2)c(=O)[nH]c1=O | 2.4 | x | x | u | -5.0 | 5.7% | x | -0.7% | 2.1 | -6.1% | -13.4% |
| 23 | CCOC(=O)c1nnc2c(Br)c(-c3ccccc3)nn2c1C | 8.5 | 1.1% | -0.6% | u | -10.5 | 4.7% | -1.2 | 0.2% | -0.2 | 9.5% | 4.4% |
| 24 | COc1ccc(NC(=O)c2ccc(S(=O)(=O)N3CCOCC3)cc2)c(OC)c1 | 4.4 | 2.9% | 1.0% | u | -1.2 | 0.8% | -1.2 | 0.8% | 1.5 | -19.8% | -2.9% |
| 25 | CC(C)Cn1c(=O)c2c(nc3n2CCCN3Cc2ccccc2)n(C)c1=O | -9.8 | x | 9.1% | u | -16.2 | -10.7% | -1.0 | -0.1% | 2.8 | -13.7% | -1.8% |
| 26 | CS(=O)(=O)c1ccc(Cl)c(NC(=O)C2CCN(S(=O)(=O)c3cccs3)CC2)c1 | -26.5 | x | x | u | -7.2 | 0.3% | x | -0.2% | 6.4 | 3.3% | -9.7% |
| 27 | COc1ccc(-c2noc(CNC(=O)c3ccc4c(c3)OCO4)n2)cc1OC | -4.8 | -2.8% | 1.5% | 0.8% | -1.1 | 1.8% | 0.1 | -0.5% | -26.3 | -9.6% | 2.2% |
| 28 | COc1ccc(C(=O)NCCNc2nc3cc(C)c(C)cc3cc2C)cc1 | 5.2 | x | -1.0% | u | -12.6 | 3.7% | 3.0 | -0.7% | -0.1 | 4.7% | 6.4% |
| 29 | CS(=O)(=O)N(CC(=O)NCc1cccnc1)Cc1ccc(Cl)cc1 | 23.7 | 3.2% | 0.2% | 3.7% | 36.7 | 0.6% | -1.6 | -0.4% | 6.5 | -18.8% | -4.2% |
| 30 | Cc1nn(C)c(-c2n[nH]c(=S)n2Cc2ccco2)c1Cl | -4.8 | -16.4% | 0.0% | 1.5% | 25.4 | 3.4% | 6.6 | -0.5% | 8.8 | 2.0% | 2.3% |
| 31 | Cc1ccccc1NC(=O)c1cc(S(=O)(=O)N2CCOCC2)ccc1F | -2.5 | -2.2% | 2.2% | -4.8% | -12.2 | 0.8% | -2.0 | -0.6% | -16.2 | 3.2% | x |
| 32 | C/C(=N\NC(=O)C1CCCC1)c1ccc(C(C)C)cc1 | -6.3 | x | -8.9% | 2.9% | -4.0 | 4.9% | x | 0.3% | -2.6 | -13.1% | -6.6% |
| 33 | CC[C@@]12C(=O)N(c3cccc(Br)c3)C(=O)N1[C@H](c1cccc(C)c1)[C@@H]1C(=O)N(Cc3ccccc3)C(=O)[C@@H]12 | 0.2 | x | x | u | -9.4 | 0.4% | x | 2.9% | 15.5 | 6.1% | 5.8% |
| 34 | CSc1nnc(C(C)(C)C)c(=O)n1/N=C/c1ccccc1O | 23.2 | -5.2% | 0.4% | -1.8% | 8.8 | 0.8% | -1.4 | 0.2% | 5.2 | 6.1% | 2.4% |
| 35 | Cc1cccc(NC(=O)CCN2C(=O)C3C4CCC(C4)C3C2=O)c1C (configuration not stated) | -8.7 | -4.8% | -1.6% | -1.5% | -26.9 | -0.7% | 0.5 | -2.7% | -3.2 | 0.1% | 6.2% |
| 36 | COc1cccc(NC(=O)COC(=O)c2c(F)cccc2F)c1 | 7.8 | 0.8% | 2.4% | -0.5% | -0.6 | 4.3% | -2.8 | -0.2% | -7.9 | 5.1% | 5.7% |
